APJ agonist = APJ receptor agonism; hit rate 0.11% among 330,000; CHO-K1 APJ PathHunter beta-arrestin, luminescence; 0% DMSO wells, 100% apelin; AID 2520; P35414; activation, % at 20 µM;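 active = activation more than six SD over the plate average, tested at 20 µM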;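 note: 0% = DMSO alone and 100% = apelin-13 at 10 nM; some results filed as inactive read as strong as hits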
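Incubation: overnight seeding, 90 min compound at 25 °C, 1 h detection; test system: PathHunter CHO-K1 APJ (AGTRL-1) beta-arrestin reporter cells; amount: 1000 cells/well; doses: one dose, 20 µM compound, 1% DMSO; measured by: beta-gal luminescence; measure: agonist-driven arrestin binding to APJ; benchmarks: negative DMSO alone, positive Apelin-13 at 10 nM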
CHOP UPR activ = apoptotic UPR (CHOP) activation; CHO-CHOP luciferase reporter, luminescence; percent of tunicamycin response over DMSO baseline; activation, % at 10 µM; hit rate 0.34% among 330,000;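 active = at 10 µM dose, activation of 40% or more, normalized to positive control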;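 note: 100% = tunicamycin at 10 µg/mL and 0% = DMSO alone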
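Evaluation: % reporter activation, DMSO baseline versus tunicamycin full activation; System: CHO-CHOP luciferase reporter cell line; Input: 500 cells/well; Incubation: 6 h compound treatment, 37 °C; Measured by: Steady-Glo luciferase luminescence; Dosing: one dose, 10 µM in 0.5% DMSO; Buffer or medium: F12 medium, 10% FBS; Benchmarks: positive tunicamycin 10 µg/mL, negative DMSO alone.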
GRIN3A LBD mod = modulates the human NR3A ligand-binding domain | NR3A LBD differential scanning fluorimetry, Tm shift; 0% = protein alone, 100% = glycine-bound protein | Tm shift relative to glycine control, % at 25 µM | hit rate 2.5% among 340,000;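 active = melting temperature shift of at least 10% of the positive control shift, at one fixed dose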
tim23-1 inh = inhibits growth of tim23-1 mutant yeast | S. cerevisiae tim23-1 growth, BacTiter-Glo luminescence, 24 h | inhibition, % at 20 µM | hit rate 1.3% among 330,000;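 active = growth inhibition of the mutant yeast at or above 50%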;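 note: temperature-sensitive mutant grown at 25 °C; plate controls were DMSO-treated mutant yeast for no effect and medium wells lacking yeast for full effect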
UPR XBP1 act = activators of adaptive arm of unfolded protein response (XBP1); activation, % at 20 µM; CHO-XBP1 luciferase reporter, IRE1-XBP1 UPR activation, luminescence; percent of tunicamycin response, DMSO as zero; hit rate 0.33% among 330,000;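 active = versus positive control, 20 µM dose yields 30% or more activation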;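 note: 100% = tunicamycin at 10 µg/mL and 0% = DMSO only wells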
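Material: CHO cell line with stable XBP1 luciferase reporter; buffer or medium: F12 medium containing 10% fetal bovine serum; compound: single point, 20 µM final compound, 1% DMSO; incubation: 6 h treatment, 37 °C; measured by: glow luminescence from Steady-Glo reagent; evaluation: activation, % of tunicamycin; control set: tunicamycin high, DMSO low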
TIM10 inh = growth inhibitors of TIM10 yeast strain; S. cerevisiae TIM10 strain growth, BacTiter-Glo luminescence, 24 h; inhibition, % at 10 µM; hit rate 1.4% among 330,000;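 active = inhibition of 40% or more at the single tested concentration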;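 note: wild-type TIM10 isogenic control strain grown at permissive 25 °C; 0% = DMSO yeast wells and 100% = minimal medium wells without yeast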
NALP3 yeast inh = NALP3 inhibition in yeast; Yeast reconstituted NLRP3/ASC/caspase-1, beta-gal luminescence, 24 h; inhibition, % at 10 µM; hit rate 0.39% among 330,000; AID 2825;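 active = inhibition of 50% or more; inactive = inhibition below 50%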;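 note: plate controls were induced DMSO wells for no effect and uninduced yeast grown without galactose for full effect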
Mdm2 MdmX PPI = disrupts the human Mdm2-MdmX interaction | inhibition, % at 8 µM | hit rate 3% among 330,000 | SaOS-2 split-luciferase Mdm2/MdmX complementation, luminescence;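 active = inhibition of at least 50% at 8 µM in the primary screen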
tim10-1 inh = growth inhibitors of tim10-1 mutant yeast | S. cerevisiae tim10-1 ts strain growth, BacTiter-Glo, 24 h | inhibition, % at 20 µM | hit rate 2.2% among 330,000 | AID 463190;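 active = inhibition of at least 40%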;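 note: mutant grown at 25 °C; 0% = DMSO wells with yeast and 100% = wells holding no yeast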
* hit, by the source's call; . = not tested or not shown.

The first three entries, to show the layout:
SMILES	APJ agonist	CHOP UPR activ	GRIN3A LBD mod	tim23-1 inh	UPR XBP1 act	TIM10 inh	NALP3 yeast inh	Mdm2 MdmX PPI	tim10-1 inh
CC(CNC(=O)CN1C(=O)COc2ccc(S(=O)(=O)N3CCCCC3)cc21)c1ccccc1 (stereo not drawn)	-4	-0.5	1	0	-4	8	6	9	8
C/C(=N\NC(=O)COc1ccccc1[N+](=O)[O-])c1cccc(NC(=O)c2ccncc2)c1	6	5.2	-1	-10	-4	-5	16	19	8
Cc1ccc(OCC(=O)c2ccc3c(c2)CCCC3)cc1C	-3	3.7	0	11	2	-8	40	-90	-2

The whole of this part (from the top)
SMILES	APJ agonist	CHOP UPR activ	GRIN3A LBD mod	tim23-1 inh	UPR XBP1 act	TIM10 inh	NALP3 yeast inh	Mdm2 MdmX PPI	tim10-1 inh
CC(CNC(=O)CN1C(=O)COc2ccc(S(=O)(=O)N3CCCCC3)cc21)c1ccccc1 (stereo not drawn)	-4	-0.5	1	0	-4	8	6	9	8
C/C(=N\NC(=O)COc1ccccc1[N+](=O)[O-])c1cccc(NC(=O)c2ccncc2)c1	6	5.2	-1	-10	-4	-5	16	19	8
Cc1ccc(OCC(=O)c2ccc3c(c2)CCCC3)cc1C	-3	3.7	0	11	2	-8	40	-90	-2
Cc1cc(NC(=O)CSc2nnc(-c3ccncc3)n2N)ccc1Br	8	-2.3	-1	11	1	0	13	22	-2
Cc1nn2c(-n3ccnc3)c3c(nc2c1-c1ccccc1)CCC3	1	1.8	-2	-96	3	-45	13	10	7
Cc1ccc(NC(=O)CN2C(=O)C(=O)N(C3CCCC3)C2=O)c(Cl)c1	-3	-1.3	1	4	0	16	22	10	17
CCC(C)c1c(O)nc(SCc2ccccc2)[nH]c1=O (stereo not drawn)	-3	-0.7	2	12	-2	7	3	10	31
Cc1ccc(CN2CCN(Cc3cnc(C)s3)CC2CCO)cc1 (stereo not drawn)	5	1.6	5	13	-3	-7	16	-9	8
O=C(N/N=C/c1ccc(O)cc1O)c1ccncc1	-2	0.8	8	1	-3	14	-8	31	-9
CN1CCCN(C(=O)c2cc3c(s2)CCCC3)CC1	-3	1.1	-1	6	1	5	19	-1	-1
Cc1noc(NS(=O)(=O)c2ccc(N/C=C\C(=O)c3ccccc3)cc2)c1C	0	3.4	-3	5	1	-1	-5	-8	4
O=C(Nc1ccccc1N1CCN(C(=O)c2ccccc2)CC1)c1ccc2c(c1)OCO2	0	-1.1	-2	15	-3	9	4	3	26
CCCCc1ccc(NC(=S)N2CCC(O)CC2)cc1	-2	2.2	-1	14	-2	18	9	1	18
COc1cccc(CNC(=O)CCC2CCCN(C(=O)CCC(F)(F)F)C2)c1 (stereo not drawn)	-1	-0.7	-2	3	0	12	10	-5	8
O=C1c2ccccc2C(Nc2ccccc2)N1c1cccnc1 (stereo not drawn)	1	-0.7	-2	12	-2	-2	4	-31	18
CCOC(=O)C1(Cc2ccccc2C(F)(F)F)CCN(Cc2ccon2)CC1	-4	-1.5	-2	27	-1	-22	14	14	3
CC(C)Oc1ccccc1C1NC(=O)CCC1[N+](=O)[O-] (stereo not drawn)	-3	-0.7	1	10	8	-6	-1	-14	16
Cc1sc2ncnc(N3CCC(C(=O)NNC(=O)c4ccc(Cl)cc4)CC3)c2c1C	4	0.2	-3	5	-2	-3	-3	38	1
COc1ccc(-n2nc3c(c2NC(=O)CCCCl)CSC3)cc1	-3	0.2	1	14	-2	-3	-1	0	15
Cc1cc(C)nc(N2CCC(CNC(=O)CCc3ccccc3)CC2)n1	5	0.0	0	3	-1	10	8	-25	8
COc1ccccc1OCc1nnc(SCC(=O)Nc2ccc(N3CCOCC3)cc2)n1C	0	3.0	-2	0	-4	-26	-2	31	-2
COCCNc1nnc(Cc2ccc(Cl)cc2)c(=O)[nH]1	-2	-2.2	1	-2	5	5	7	22	-6
Cc1cccc(C)c1OCCNC(=O)c1ccc2ccccc2n1	-2	6.1	0	11	0	5	16	-8	39
Cc1cccc(OCC(=O)Nc2ncn[nH]2)c1C	-3	1.5	1	4	5	11	4	16	-3
Cc1ccc(S(=O)(=O)/N=C(/Nc2cccc(O)c2)c2ccccc2)cc1	0	0.1	1	2	2	6	10	20	-10
COC(=O)Cc1c(C)nc2nc(-c3ccc(C)cc3)[nH]n2c1=O	-2	-1.1	2	0	5	2	-5	5	-4
N#Cc1cnn(Cc2ccccc2)c1/N=C/N1CCOCC1	-3	-1.6	0	4	-1	-3	8	8	5
COc1ccc(OC)c(C2/C(=C(/O)c3ccccc3)C(=O)C(=O)N2Cc2ccco2)c1 (stereo not drawn)	-2	-1.6	0	-9	-1	-9	15	-4	12
CCOc1ccc(C(=O)Nc2c3c(nn2C(C)(C)C)CSC3)cc1OCC	-2	-0.6	-3	11	-1	15	3	-7	16
FC(F)(F)c1ccc(-c2nc(=S)[nH][nH]2)cc1	5	0.8	-6	0	-2	-18	12	6	-22
O=C(CSc1nccc(=O)[nH]1)Nc1ccc2c(c1)OCCO2	-4	1.6	-1	12	6	19	8	-33	11
O=C(O)CCc1nn2c3ccccc3n(CC(=O)O)c2nc1=O	2	4.2	-1	17	-3	2	28	4	25
Cc1ccc(SCC(=O)N2CCc3ccccc32)cc1	-1	5.0	1	17	5	9	36	-102	12
CCOC(=O)c1nnn(-c2nonc2N)c1CN1CCCC1	-2	1.5	0	1	-4	-7	17	13	7
CC(C)(C)c1ccc(C(=O)N2CCC(C(=O)NCCC3=CCCCC3)CC2)cc1	1	-2.0	-3	39	-1	29	21	5	25
C=CCOC(=O)C1=C(C)OC(N)=C(C#N)C1c1ccc2c(c1)OCO2 (stereo not drawn)	2	-2.2	-7	21	-3	-2	24	10	15
Cc1cc(C)n(CC(=O)NNC(=O)CCCOc2ccc(Cl)cc2C)n1	0	-2.0	0	-6	-7	-13	8	11	-5
CC(O)(C#CCN1CCOCC1)c1ccccc1 (stereo not drawn)	-2	-0.8	-3	-4	0	-20	-1	-2	5
COc1ccc(-c2oc3ccccc3c(=O)c2OC(C)=O)cc1	-4	3.3	1	60*	5	55*	4	73*	42*
CCN(CCn1cccn1)Cc1nc(-c2ccccc2)no1	-1	0.3	0	7	6	-17	5	-12	11
CC1CCN(C(=O)COC(=O)CSc2ccc(C(N)=O)cc2[N+](=O)[O-])CC1	-7	0.1	2	-4	-3	5	13	-38	-2
CCCn1c2ccccc2c2cnn(CC(=O)NCCOC)c(=O)c21	-3	1.8	1	12	-3	2	18	18	8
COc1cc(C(C(=O)NC2CCCCC2)N(Cc2cccs2)C(=O)Cc2c[nH]c3ccccc23)cc(OC)c1OC (stereo not drawn)	-1	-1.1	-3	3	0	12	1	-6	19
CCCSc1nc(=S)n(Cc2ccccc2)c(C)c1C(C)=O	-2	2.0	-1	23	1	21	12	-38	40
Cc1cccc(C(=O)N2N=C(c3ccc(NS(C)(=O)=O)cc3)CC2c2cccs2)c1 (stereo not drawn)	-2	1.1	-1	14	-5	15	6	12	10
Nn1c(SCC(=O)NCc2ccccc2)nnc1C1CC1	0	-1.1	-3	28	3	20	0	-2	11
Cc1cc(NS(=O)(=O)c2ccc(NC(=O)c3ccco3)cc2)no1	-3	-0.8	-1	4	0	-3	15	11	19
O=C(Cn1nnc2ccccc21)c1ccc(Cl)cc1	0	4.3	-2	15	2	-17	-11	-4	4
O=C(CCl)N(Cc1ccccc1)c1ccccc1	-4	10	-1	34	-6	22	-54	96*	32
Cn1nnnc1SCC(=O)N1N=C(c2cccs2)CC1c1cccs1 (stereo not drawn)	-1	2.9	3	17	1	-3	16	-11	0
CCCN(C(=O)Cc1coc2cc(OC)ccc12)C1CCS(=O)(=O)C1 (stereo not drawn)	-2	1.9	-1	-1	0	-14	-4	15	-5
Cc1cc(C)n2nc(CNS(=O)(=O)c3ccc(CC(C)C)cc3)nc2n1	0	-0.3	-1	14	2	5	7	2	6
CC(=O)Nc1cc(C(=O)CSc2nnc(C3CC3)n2C2CC2)ccc1O	1	0.8	-1	3	-3	-7	19	5	-2
C1CN(c2nc3nonc3nc2N2C[C@H]3CC[C@H]2C3)CCS1	-5	-0.7	1	2	1	-7	10	17	17
CCOC(=O)/C=C/[C@H]1Cc2ccccc2CO1	-2	2.0	2	4	-1	-3	4	-7	8
CC1(C)Cc2c(sc3c2c(N)nc(=S)n3Cc2ccc(Br)cc2)CO1	-5	-0.9	0	4	-2	13	20	27	-4
CCCn1c(N)c(Sc2ccc(Cl)cc2)c(=O)n(CCC)c1=O	-3	-1.2	-2	-12	-6	-19	9	25	11
C=C1/C(=C\C=C2/CCC[C@]3(C)[C@@H]([C@H](C)CCCC(C)(C)O)CC[C@@H]23)C[C@@H](O)C[C@@H]1O	5	-0.6	.	49	-4	6	57*	9	48*
CSc1ccc(CN(C)Cc2nc3cc(C(F)(F)F)ccc3c(=O)[nH]2)cc1	-3	-0.1	-3	1	2	29	17	1	26
Cc1ccc(NC(=O)CSc2nc(N)cc(=O)[nH]2)cc1S(=O)(=O)N1CCCCC1	-4	-0.7	-4	-3	-4	2	18	13	6

Some entries already given with just CHOP UPR activ, Mdm2 MdmX PPI and APJ agonist:
smiles	CHOP UPR activ	Mdm2 MdmX PPI	APJ agonist
C1CN(c2nc3nonc3nc2N2C[C@H]3CC[C@H]2C3)CCS1	-0.7	17	-5
CCOC(=O)/C=C/[C@H]1Cc2ccccc2CO1	2.0	-7	-2

Continuation.
SMILES	APJ agonist	CHOP UPR activ	GRIN3A LBD mod	tim23-1 inh	UPR XBP1 act	TIM10 inh	NALP3 yeast inh	Mdm2 MdmX PPI	tim10-1 inh
C=CCNC(=O)c1ccccc1NC(=O)c1ccccc1SC	-2	-1.0	1	-12	-3	13	1	20	2
CNC(=O)CSc1cnc2ccccc2n1	-1	0.8	-1	11	1	1	3	-11	17
COc1ccc(NC(=O)c2oc3ccccc3c2NC(=O)c2ccco2)cc1	8	-0.2	-17	20	8	27	14	39	17
CCCCN(C(=O)c1cc(S(=O)(=O)N2CCCCCC2)ccc1OC)c1c(N)n(CCC)c(=O)[nH]c1=O	-5	0.8	1	4	1	2	13	9	-7
CCC(C)NC(=S)Nc1ccc(C(=O)OC)cc1 (stereo not drawn)	-1	2.0	2	4	0	14	1	21	21
Cc1ccccc1N1C(=O)c2cc(S(N)(=O)=O)c(Cl)cc2NC1C (stereo not drawn)	4	0.4	4	5	-10	2	3	2	4
Cc1cccn2c(CN3CCCN(C=O)CC3)c(C(=O)N(C)CCc3ccccc3)nc12	-4	-0.6	-1	7	-10	5	12	6	14
COc1cccc(NC(=O)COc2cccc3c2CCNC3=O)c1	-3	0.7	3	1	-3	4	-6	20	-13
Cc1ccc(N2C(=O)SC(N(CC(=O)O)c3cccc(C)c3)C2=O)cc1 (stereo not drawn)	-7	-0.3	0	15	1	5	12	12	15
Cc1ccc(CSCc2ccc(C(=O)NC3CCCC3)o2)cc1	-2	0.1	2	21	-2	-9	16	4	8
CC(=O)c1ccc(N2C(=NC(=O)CCc3ccccc3)SC3CS(=O)(=O)CC32)cc1 (stereo not drawn)	-1	1.6	-3	2	-4	3	15	20	4

From PubChem

The order is random; 8.2% or so of the library scored in one or more.
